High-throughput results from PubChem BioAssay.
BCLXL inh: inhibitors of human Bcl-xL, primary screen, biochemical, fluorescence polarization, HTS. GST-Bcl-xL / FITC-Bim BH3 peptide fluorescence polarization. AID 2129, 2009. 320,000 compounds, 0.7% hits. Bcl-2-like protein 1 (Homo sapiens), Q07817. inhibition, % at 10.9 µM;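 active = inhibition above the mean of all tested compounds plus 3 SD, cutoff set per campaign, cut at about 30% in these data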;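 also: 0% = DMSO wells and 100% = unlabeled Bim-BH3 peptide competitor; inhibitors lower millipolarization by displacing the labeled peptide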
Target sequence (Q07817 whole entry, looked up): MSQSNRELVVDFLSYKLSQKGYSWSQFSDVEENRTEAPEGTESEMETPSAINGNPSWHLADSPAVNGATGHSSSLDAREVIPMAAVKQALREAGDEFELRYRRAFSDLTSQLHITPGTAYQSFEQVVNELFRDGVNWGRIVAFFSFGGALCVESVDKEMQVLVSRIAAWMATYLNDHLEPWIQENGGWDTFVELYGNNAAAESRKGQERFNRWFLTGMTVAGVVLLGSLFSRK
MCL1 BIM primary: inhibitors of MCL1 binding to BIM-BH3, primary screen, biochemical, fluorescence polarization. inhibition, % at 10.9 µM. 320,000 compounds, 0.68% hits. AID 2057, 2009. GST-MCL1 / FITC-Bim-BH3 fluorescence polarization;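 active = inhibition above the mean inhibition of all tested compounds plus 3 SD, set per campaign, cut at about 40% in these data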;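 also: 0% = DMSO wells and 100% = unlabeled Bim-BH3 peptide control; higher means more loss of mP so more displacement of Bim peptide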
PAFAH1B2 FP inh: PAFAH1B2 enzyme inhibitors, primary screen, biochemical, fluorescence polarization, human; 340,000 compounds, 1.2% hits; inhibition, % at 3.39 µM; Platelet-activating factor acetylhydrolase IB subunit alpha2 (Homo sapiens), P68402; recombinant PAFAH1B2, FP-rhodamine activity probe;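 active = inhibition above the mean of all tested compounds plus 3 SD, cut at about 24% in these data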;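 also: 0% = enzyme with DMSO and 100% = wells lacking PAFAH1B2; many of its hits are not listed in these tables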
Target sequence (P68402 whole entry, looked up): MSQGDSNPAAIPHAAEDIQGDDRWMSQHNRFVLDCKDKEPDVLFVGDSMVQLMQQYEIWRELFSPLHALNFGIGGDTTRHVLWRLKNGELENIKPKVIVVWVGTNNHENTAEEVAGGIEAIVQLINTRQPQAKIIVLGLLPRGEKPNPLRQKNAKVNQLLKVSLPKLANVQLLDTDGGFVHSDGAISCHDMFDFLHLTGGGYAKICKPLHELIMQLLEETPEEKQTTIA
MEX-5 binding: MEX-5 zinc finger RNA-binding disruptors – biochemical, C. elegans, fluorescence polarization, MLPCN library, primary screen; 300,000 compounds, 0.38% hits; Zinc finger protein mex-5 (Caenorhabditis elegans), Q9XUB2; MEX-5/FITC-TCR2 RNA binding; hits give low values; activity score (negative = inhibition of binding), % at 10 µM;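 active = inhibition past about -25% in most replicates, and total fluorescence under double the plate's negative control median, limit read from the data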;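 also: 0% = DMSO and -100% = 5 µM competing unlabeled TCR2 RNA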
Target sequence (Q9XUB2 whole entry, looked up): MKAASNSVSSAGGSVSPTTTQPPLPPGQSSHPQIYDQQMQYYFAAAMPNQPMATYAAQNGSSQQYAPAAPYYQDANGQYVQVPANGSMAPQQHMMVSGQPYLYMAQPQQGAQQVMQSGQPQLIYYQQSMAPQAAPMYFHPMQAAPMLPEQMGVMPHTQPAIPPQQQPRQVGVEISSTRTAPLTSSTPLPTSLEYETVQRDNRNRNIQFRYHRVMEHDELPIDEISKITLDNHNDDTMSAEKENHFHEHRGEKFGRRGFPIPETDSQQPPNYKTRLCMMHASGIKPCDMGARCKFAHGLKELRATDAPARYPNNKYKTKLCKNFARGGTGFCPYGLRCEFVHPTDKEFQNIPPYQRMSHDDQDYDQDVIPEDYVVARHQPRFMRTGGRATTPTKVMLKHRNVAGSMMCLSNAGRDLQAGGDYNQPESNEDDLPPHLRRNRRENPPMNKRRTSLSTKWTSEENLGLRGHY
Fam108B counter: mouse Fam108B serine hydrolase inhibitors, primary screen, counter-screen for RBBP9 inhibitor project, biochemical, fluorescence polarization. recombinant Fam108B, FP-Rh probe fluorescence polarization. inhibition, % at 9.51 µM. 300,000 compounds, 0.33% hits. AID 1947, 2009;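 active = inhibition above the screen mean inhibition plus 3 SD, computed separately per campaign, cut at about 18% in these data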;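 also: inhibitors lower polarization as less probe binds the enzyme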
AHR act: AHR activators, primary screen, cell-based, luminescence, luciferase reporter, human; 320,000 compounds, 2.5% hits; AID 2796, 2010; activation, % at 5 µM; Aryl hydrocarbon receptor (Homo sapiens), P35869; AHR-responsive luciferase reporter cells; in the data active = activation above about 47%;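 also: 0% = vehicle wells and 100% = reference agonist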
GLD-1 TGE inh: GLD-1/TGE RNA complex disruptors, primary screen, biochemical, fluorescence polarization | purified GLD-1 + fluorescein TGE RNA | 320,000 compounds, 0.44% hits | inhibition, % at 5.96 µM | Female germline-specific tumor suppressor gld-1 (Caenorhabditis elegans), Q17339;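 active = percent inhibition above a per-plate cutoff, the plate mean of test compounds plus 3 SD, cut at about 30% in these data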;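 also: 0% = DMSO wells with GLD-1 and probe and 100% = wells lacking GLD-1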
pPAFAH inh: pPAFAH enzyme inhibitors, primary screen, biochemical, fluorescence polarization, human; inhibition, % at 3.39 µM; AID 463082, 2010; recombinant pPAFAH, FP-rhodamine probe fluorescence polarization; Platelet-activating factor acetylhydrolase (Homo sapiens), Q13093; 330,000 compounds, 1.5% hits;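 active = inhibition above the mean inhibition across the screen plus 3 SD, cut at about 25% in these data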;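 also: inhibitors block binding of the rhodamine activity-based probe so polarization drops; 0% = enzyme with DMSO and 100% = wells lacking pPAFAH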
PME-1 inh: PME-1 inhibitors via competitive probe labeling, primary screen, biochemical, fluorescence polarization, FP-Rh probe, HTS; 320,000 compounds, 0.53% hits; recombinant PME-1; Protein phosphatase methylesterase 1 (Homo sapiens), Q9Y570; inhibition, % at 5.9 µM;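 active = inhibition above the campaign mean of all compounds plus 3 SD, cut at about 26% in these data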;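 also: competitive labeling of PME-1 active site by serine hydrolase directed probe; 0% = PME-1 with DMSO and 100% = wells lacking PME-1 enzyme; inhibitors block probe labeling so polarization falls and inhibition rises; many of its hits are not listed in these tables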
Active calls of the source: *; nt = no result given. Not all compounds are listed. The share of hits here may be higher or lower than overall.

SMILES	BCLXL inh	MCL1 BIM primary	PAFAH1B2 FP inh	MEX-5 binding	Fam108B counter	AHR act	GLD-1 TGE inh	pPAFAH inh	PME-1 inh
O=C(NN1C(=O)c2ccccc2C1=O)C1C2CCCCC21 (stereo unspecified)	4	12	2	0.3	-1	3	0	1	-1
COc1ccc(C2=NNC(c3cccnc3)=Nc3ccccc32)cc1	2	-3	3	-2.1	-1	13	0	0	3
COc1cc2ccccc2cc1C(=O)NC(=S)Nc1cccc(C(=O)O)c1C	9	9	1	3.1	-2	3	0	2	-3
N#Cc1nc(-c2cccs2)oc1NCc1ccc(Cl)cc1	-4	-5	22	2.8	1	5	-2	-3	11
Cc1ccc(-n2cc3c(-c4cccc(Br)c4)nnc(C)c3n2)cc1	3	-5	-4	-12	-9	30	7	21	-16
O=C(c1cc2nc(-c3ccccc3)cc(C(F)(F)F)n2n1)N1CCN2CCCC2C1 (stereo unspecified)	5	2	1	-1.5	1	-2	2	7	-3
COCCNC(=O)CSc1nc2ccccc2c2nc(C)nn12	-4	-6	0	-0.1	4	3	-7	4	1
CC(=O)Nc1ccc(N/C=C/C(=O)c2ccc(Br)cc2)cc1	-2	-6	1	-0.9	0	1	-8	8	1
Fc1ccc2c(c1)C(c1ccncc1)=NNC(c1ccc(Br)cc1)=N2	-1	1	2	-2.3	3	42	-4	3	0
CSCCC(NC(=O)c1ccccc1)C(=O)N/N=C(\C)c1ccccc1 (stereo unspecified)	3	4	3	2.2	-3	5	7	9	1
CCOC(=O)/C(C#N)=C/Nc1ccccc1NS(=O)(=O)c1ccc(C)c(C)c1	-3	-5	3	2.4	-3	7	-4	1	4
CCOc1ccc2oc(C(=O)N(C)CC(=O)Nc3ccc(OCC)c(OCC)c3)c(C)c2c1	-6	-7	-1	0.0	2	7	6	3	-2
COc1ccc(CCNC(=O)c2cc3cccc(OC)c3oc2=O)cc1OC	4	11	8	3.1	-4	-2	0	1	-1
O=C(Nc1ccccc1)c1sc2cc(C(F)(F)F)cnc2c1-c1cccs1	3	11	2	4.1	-4	7	3	-7	-3
COC(=O)C1Sc2[nH]c(=O)sc2C(c2ccc(Cl)cc2)C1C(=O)OC (stereo unspecified)	8	4	5	0.3	1	0	6	1	6

Some of these compounds in order of heavy-atom count, rising.
SMILES	BCLXL inh	MCL1 BIM primary	PAFAH1B2 FP inh	MEX-5 binding	Fam108B counter	AHR act	GLD-1 TGE inh	pPAFAH inh	PME-1 inh
O=C(NN1C(=O)c2ccccc2C1=O)C1C2CCCCC21 (stereo unspecified)	4	12	2	0.3	-1	3	0	1	-1
CC(=O)Nc1ccc(N/C=C/C(=O)c2ccc(Br)cc2)cc1	-2	-6	1	-0.9	0	1	-8	8	1
COCCNC(=O)CSc1nc2ccccc2c2nc(C)nn12	-4	-6	0	-0.1	4	3	-7	4	1
Cc1ccc(-n2cc3c(-c4cccc(Br)c4)nnc(C)c3n2)cc1	3	-5	-4	-12	-9	30	7	21	-16
Fc1ccc2c(c1)C(c1ccncc1)=NNC(c1ccc(Br)cc1)=N2	-1	1	2	-2.3	3	42	-4	3	0
CSCCC(NC(=O)c1ccccc1)C(=O)N/N=C(\C)c1ccccc1 (stereo unspecified)	3	4	3	2.2	-3	5	7	9	1
O=C(Nc1ccccc1)c1sc2cc(C(F)(F)F)cnc2c1-c1cccs1	3	11	2	4.1	-4	7	3	-7	-3
COc1ccc(CCNC(=O)c2cc3cccc(OC)c3oc2=O)cc1OC	4	11	8	3.1	-4	-2	0	1	-1
O=C(c1cc2nc(-c3ccccc3)cc(C(F)(F)F)n2n1)N1CCN2CCCC2C1 (stereo unspecified)	5	2	1	-1.5	1	-2	2	7	-3
CCOc1ccc2oc(C(=O)N(C)CC(=O)Nc3ccc(OCC)c(OCC)c3)c(C)c2c1	-6	-7	-1	0.0	2	7	6	3	-2

Other entries.
SMILES	BCLXL inh	MCL1 BIM primary	PAFAH1B2 FP inh	MEX-5 binding	Fam108B counter	AHR act	GLD-1 TGE inh	pPAFAH inh	PME-1 inh
Cc1cccc(CN2C[C@]34CC[C@@H](C[C@@H]3S2(=O)=O)O4)c1	-2	0	-1	-2.5	-2	0	6	7	4
COc1ccc(O)c(/C=C(\C#N)C(=O)Nc2cccnc2)c1	-1	-4	2	nt	-3	28	3	5	3
Cc1cccc(C)c1OCCCN1CCCC1	8	9	4	0.8	2	2	1	2	-5
O=c1c2c(nc3n1CCCCC3)sc1c(O)c(Br)ccc12	9	10	3	-2.4	-1	-9	-1	7	-3
O=C(CNC(=O)c1ccc(F)cc1)NCc1ccc(Cl)cc1	-2	-1	3	1.7	-7	1	-3	4	-4
CCOC(=O)N1CCN(C(=O)CN(c2ccccc2OC)S(=O)(=O)c2ccc(C)cc2)CC1	1	-3	-1	-4.3	-1	-1	0	1	0
COc1cc(C2C(C#N)=C(N)OC3=C2C(=O)CC(C)(C)C3)ccc1OC(=O)N1CCOCC1 (stereo unspecified)	5	12	-3	-2.9	3	0	3	1	-1
Cc1ccc(NCc2nnc(SC(C)C(=O)N/N=C/c3ccc(C)o3)n2-c2ccccc2)cc1 (stereo unspecified)	6	2	11	2.2	1	18	5	1	-7
Cc1nn(Cc2ccc([N+](=O)[O-])cc2)c(=O)n1-c1cccc(F)c1	5	2	0	-1.1	2	4	1	6	-1
COc1ccc(Cl)cc1NC(=O)Nc1ccccc1C(N)=O	6	-2	1	-0.4	-2	15	-3	4	1
COc1ccc(-c2nnc(SCC(=O)N/N=C/c3ccccc3C(=O)O)n2-c2ccccc2)cc1	-7	-2	-4	0.5	-1	-1	8	2	-1
CC(=O)Nc1ccc(OCC(O)CN2CCCCC2C)cc1 (stereo unspecified)	3	3	2	0.2	1	-3	3	1	3
O=C(c1ccc(Cl)c(S(=O)(=O)N2CCCCCC2)c1)N1CCN(c2ccccc2O)CC1	4	-6	1	0.4	1	-4	-2	4	1
O=c1[nH]c(=O)c2nnc(N/N=C/c3ccccc3F)nc2[nH]1	8	-2	16	-6.8	3	7	0	0	-8
CC1CCN(CCC(=O)Nc2ccc3c(c2)CCC3)CC1	1	1	5	-1.3	0	1	-5	2	7
O=C(CCCN1C(=O)c2cccnc2C1=O)Nc1ccc(Br)cc1	2	7	-4	0.9	3	1	3	3	15
CSc1ccccc1NC(=O)c1c(C)noc1C	-3	4	4	-1.2	-3	5	-1	2	1
CSCCC(NC(=O)c1ccccc1Cl)C(=O)OCC(=O)N1CCCC1=O (stereo unspecified)	3	2	1	-4.0	2	-1	6	2	6
COC(=O)C1(Cc2ccc(O)c(CC3OC3(C)C)c2)OC(=O)C(O)=C1c1ccc(O)cc1 (stereo unspecified)	9	8	12	-3.7	1	2	6	10	3
CC(=O)N=Nc1[nH]c(N)c2ccccc12	1	1	-1	17	0	2	2	2	-4
CCOc1cc(/C=C/C(=O)c2ccc(C)cc2)ccc1OCC(=O)N(C)C	5	3	0	1.5	-3	1	1	9	-4
COC(=O)C1=C(C)NC(=O)C1(Nc1ccc(Cl)cn1)C(F)(F)F (stereo unspecified)	2	-3	0	-0.6	4	1	0	6	2
Cc1ccc(-n2cc(CNCCN3CCOC3=O)c(-c3ccc(F)cc3)n2)cc1	-3	-6	2	3.1	4	9	-3	5	1
COC(=O)C1=C(C)NC(C)=C(C(=O)OC)C1C(=O)OCC(=O)c1ccc(F)cc1	1	6	1	0.7	-2	0	3	-1	6
O=C(O)CN1C(=O)/C(=C\C(Br)=C\c2ccccc2)SC1=S	25	43*	3	-4.8	4	2	-1	11	-4
O=C(NCc1cccs1)C12CC3CC(CC(C3)C1)C2	1	-2	23	2.9	1	0	11	1	-3
Nn1c(SCc2ccc(F)cc2)nnc1-c1ccncc1	-15	-9	nt	3.0	-1	-5	0	6	1
O=C1N[C@@H](Cc2c[nH]c3ccccc23)COC(=O)[C@@H](Cc2ccc(F)cc2)C/C=C\C[C@H]1CC(=O)N(CCO)Cc1ccccc1	nt	nt	15	nt	nt	2	0	28*	nt
CCCC(c1nnnn1CC1CCCO1)N1CCN(c2nc3ccccc3s2)CC1 (stereo unspecified)	3	1	0	0.7	-5	4	-2	2	7
CCN1CNC(=S)N(c2ccccc2C)C1	-1	3	4	nt	-3	3	-1	2	-1

A different layout for part of the listing above:
Screens in order – BCLXL inh	MCL1 BIM primary	PAFAH1B2 FP inh	MEX-5 binding	Fam108B counter	AHR act	GLD-1 TGE inh	pPAFAH inh	PME-1 inh
CSc1ccccc1NC(=O)c1c(C)noc1C
  -3	4	4	-1.2	-3	5	-1	2	1
CSCCC(NC(=O)c1ccccc1Cl)C(=O)OCC(=O)N1CCCC1=O (stereo unspecified)
  3	2	1	-4.0	2	-1	6	2	6

(listing goes on)
SMILES	BCLXL inh	MCL1 BIM primary	PAFAH1B2 FP inh	MEX-5 binding	Fam108B counter	AHR act	GLD-1 TGE inh	pPAFAH inh	PME-1 inh
O=C(NCCc1c[nH]c2ccccc12)C(F)(F)F	4	2	1	2.3	0	18	1	-1	-3
CC(C)c1ccc(S(=O)(=O)N2CCC(C(=O)NCC3(N(C)C)CCCCC3)CC2)cc1	3	9	1	0.9	4	0	-1	2	5
O=C(c1cnn2c(C(F)F)cc(C3CC3)nc12)N1CCOCC1	1	2	3	-0.5	-5	1	1	0	-4
COc1nc(Nc2nc3ccccc3c(=O)[nH]2)nc2ccc(C)cc12	-9	-21	-10	4.0	-29	41	4	-3	-17
COc1cc(C(C)=O)ccc1OC(=O)C(C)N1C(=O)c2ccccc2C1=O (stereo unspecified)	4	2	11	0.6	-2	-1	0	5	-5
CCOc1ccc(Nc2nc(N3CCCCC3)nc(N3CCCCC3)n2)cc1	-3	-4	4	-0.3	3	-1	-1	-2	-1
CC1CC(=O)N(CC(=O)N2CCCC2)c2ccccc2S1 (stereo unspecified)	3	2	-3	0.8	-1	0	4	-5	6
COc1ccc(NC(C)=O)cc1S(=O)(=O)NCCc1ccccn1	1	-2	1	nt	nt	1	0	2	2
COc1ccc(OC)c(S(=O)(=O)Nc2c(C)n(C)n(-c3ccccc3)c2=O)c1	4	1	1	2.3	-2	2	6	4	2
CCN(CC)Cc1c(O)ccc2c([N+](=O)[O-])c(C)n(-c3ccc(OC)cc3)c12	13	11	1	-0.8	2	2	-2	6	6
Cc1ccc(S(=O)(=O)N(C)CC(=O)N2CCCc3ccccc32)cc1	9	5	7	1.9	-1	2	6	6	5
CCSC1=N/C(=C\c2ccccc2)C(=O)N1	4	0	3	-40*	-1	3	4	0	-7
CCOC(=O)c1ccc(NC(=O)CSc2nnnn2C2CCCCC2)cc1	4	3	2	1.3	-1	4	4	6	5
CN1CCN(C(=O)C2CCN(S(=O)(=O)c3ccc(F)cc3)CC2)CC1	4	0	-3	-0.9	2	-4	-6	5	10
